Bioassay records: PubChem, several laboratories
Scp-1 inhibitor = Scp-1 phosphatase inhibitors, primary screen, biochemical, colorimetric, uHTS; AID 493091, 2011; 340,000 tested, 0.88% active; Carboxy-terminal domain RNA polymerase II polypeptide A small phosphatase 1 (Homo …; inhibition, % at 20 µM; Recombinant Scp1, phosphopeptide, malachite green phosphate absorbance;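 active means inhibition above about 50% at 20 µM, limit read from the data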;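 further: plate controls were DMSO wells with enzyme for no effect and wells lacking enzyme for full effect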
Target sequence (Q9GZU7 76-261 limits assumed): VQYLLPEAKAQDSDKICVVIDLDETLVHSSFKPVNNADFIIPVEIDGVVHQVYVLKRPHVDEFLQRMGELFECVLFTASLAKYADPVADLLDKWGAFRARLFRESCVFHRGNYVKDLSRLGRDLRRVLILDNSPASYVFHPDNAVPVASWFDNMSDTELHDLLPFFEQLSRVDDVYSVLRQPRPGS
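Material – SCP-1 phosphatase catalytic domain, residues 76-261 · Buffer or medium – Acidic Tris acetate buffer with magnesium and detergent · Also added – Phospho 17-mer peptide substrate · Compound – single 20 µM dose, 1% DMSO · Times – 45 min room-temperature reaction, 5 min colour, 30 min stabiliser · Technique – Phosphate-binding colour reagent, absorbance read at 630 nm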
MsrA inhibitor = bovine MsrA enzyme inhibitors, primary screen, biochemical, absorbance, HTS; Methionine sulfoxide reductase A (Bos taurus); purified bovine MsrA, absorbance read-out; inhibition, % at 15.5 µM; 360,000 tested, 0.75% active; AID 651718, 2012; in the data active means inhibition above about 4.5%;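 further: 0% = vehicle wells with enzyme and 100% = reference inhibitor wells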
TbMetRS inhib = T. brucei MetRS inhibitors, primary screen, biochemical, luminescence | inhibition, % at 11.9 µM | AID 624268, 2012 | purified T. brucei MetRS, ATP depletion, Kinase-Glo luminescence | 360,000 tested, 0.4% active | methionyl-tRNA synthetase (Trypanosoma brucei brucei);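 active means inhibition above a per-plate cutoff of the control wells' mean inhibition plus 3 SD, cut at about 5.5% in these data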;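 further: 0% = DMSO wells median and 100% = median of wells with control inhibitor compound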
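Material – parasite MetRS enzyme · Medium – HEPES-MgCl2-KCl buffer plus DTT, spermine, BSA, pyrophosphatase · Reagent – ATP, methionine and E. coli bulk tRNA substrates · Times – 15 min enzyme-compound preincubation, 2 h reaction, 10 min detection, 25 °C · Measured by – luminescence of leftover ATP · Evaluation – percent inhibition relative to median high and low control wells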
DNMT1 inh = human DNMT1 methyltransferase inhibitors, primary screen, biochemical, molecular beacon, fluorescence, HinP1I cleavage, uHTS; DNA (cytosine-5)-methyltransferase 1 (Homo sapiens), P26358; inhibition (reported as % activation of signal), % at 10 µM; 360,000 tested, 0.83% active; AID 588458, 2011; in the data active means inhibition above about 50%
STEP inh = STEP phosphatase inhibitors, primary screen, biochemical, fluorescence intensity, uHTS. Tyrosine-protein phosphatase non-receptor type 5 (Homo sapiens), P54829. recombinant STEP, OMFP fluorogenic substrate. inhibition, % at 20 µM. 360,000 tested, 0.25% active;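 active means inhibition at 20 µM, scaled per plate between control wells, above about 37%, limit read from the data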;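 further: 0% = DMSO with enzyme and substrate and 100% = substrate only without enzyme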
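Material: STEP (striatal-enriched tyrosine phosphatase) enzyme, cell-free | Medium: 50 mM Bis-Tris pH 6.0 with 2.5 mM DTT and 0.005% Tween 20 | Read-out: Percent inhibition scaled to no-enzyme and uninhibited-enzyme controls, plate-pattern corrected | Signal: Fluorescence read at 480 nm ex / 540 nm em | Times: 20 min reaction, room temperature, in the dark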
Rpn11 block = Rpn11 (PSMD14) deubiquitinase inhibitors, primary screen, biochemical, fluorescence polarization, uHTS | calls only at 20 µM | 26S proteasome non-ATPase regulatory subunit 14 (Homo sapiens), O00487 | human 26S proteasome, Ub4-pepOG fluorescence polarization; 20S core pre-blocked with epoxomicin | AID 588493, 2011 | 360,000 tested, 0.59% active;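 active means inhibition at 20 µM, scaled to each plate's controls, above about 33%, limit read from the data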
CSN deneddyl inh = inhibitors of CSN-mediated cullin deneddylation, primary screen, biochemical, fluorescence polarization, uHTS | COP9 signalosome complex subunit 5 (Homo sapiens), Q92905 | Purified CSN, SCF-Nedd8-OG deneddylation | inhibition, % at 12.5 µM | 360,000 tested, 0.38% active | AID 651999, 2013;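 active means pattern-corrected inhibition above about 35%, with an unprinted fluorescence ratio check between 0.5 and 1.5, limit read from the data, passing the limit was not always enough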;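 further: 0% = enzyme with substrate and 100% = substrate without enzyme; some results filed as inactive read as strong as hits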
Target sequence (Q92905 whole entry, looked up, one chain of several): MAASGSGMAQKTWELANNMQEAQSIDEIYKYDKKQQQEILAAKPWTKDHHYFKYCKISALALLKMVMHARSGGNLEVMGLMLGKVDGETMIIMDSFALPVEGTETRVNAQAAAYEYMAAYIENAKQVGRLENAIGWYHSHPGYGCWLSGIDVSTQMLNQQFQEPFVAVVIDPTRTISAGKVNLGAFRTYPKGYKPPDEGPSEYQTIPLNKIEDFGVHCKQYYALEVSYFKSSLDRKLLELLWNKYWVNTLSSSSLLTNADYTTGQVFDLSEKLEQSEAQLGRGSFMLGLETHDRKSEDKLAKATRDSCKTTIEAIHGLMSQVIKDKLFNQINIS
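Assay system: Purified human Csn5 enzyme expressed in HEK293T cells | Amount: Enzyme 0.24 nM | Measured by: Fluorescence polarization readout | Medium: Tris/NaCl/DTT buffer, pH 7.5 | Compound dosing: One concentration, 12.5 µM, 0.25% DMSO | Times: 90 min incubation of compound, enzyme and substrate at room temperature | Control set: no-enzyme wells high, enzyme-with-substrate wells low | Read-out: % inhibition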
NadD block = inhibitors of S. aureus NadD, primary screen, biochemical, colorimetric, uHTS; 360,000 tested, 0.78% active; purified NadD enzyme, colorimetric absorbance read-out; inhibition, % at 20 µM; in the data active means inhibition above about 26%; further: some compounds past the cut are filed as inactive
SUMO1-SIM PPI = modulators of SUMO1 protein-protein interactions, primary screen, biochemical, uHTS; SUMO1 binding to a labelled peptide, TR-FRET, 1 h; inhibition, % at 20 µM; 360,000 tested, 0.33% active; AID 602429, 2012; in the data active means inhibition above about 37%
Target sequence (P63165 whole entry, looked up): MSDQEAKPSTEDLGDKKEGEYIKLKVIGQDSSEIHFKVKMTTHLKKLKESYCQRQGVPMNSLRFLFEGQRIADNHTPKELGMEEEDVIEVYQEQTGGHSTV
LMPTP inh = LMPTP phosphatase inhibitors, primary screen, biochemical, fluorescence intensity, uHTS. 360,000 tested, 0.22% active. inhibition, % at 20 µM. AID 651560, 2012. recombinant LMPTP-A, OMFP fluorogenic substrate;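 active means compounds that cut the enzyme signal by at least half of the control window in the single-dose screen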;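 further: plate controls were DMSO wells with enzyme plus substrate for no effect and substrate without enzyme for full effect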
Target sequence (P24666 whole entry, looked up): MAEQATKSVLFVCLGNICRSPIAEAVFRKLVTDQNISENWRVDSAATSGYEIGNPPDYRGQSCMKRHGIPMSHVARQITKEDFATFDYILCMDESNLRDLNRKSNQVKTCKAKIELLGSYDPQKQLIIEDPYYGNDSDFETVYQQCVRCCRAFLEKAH
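Test system: LMPTP-A, protein tyrosine phosphatase of low molecular weight; Input: 0.625 nM enzyme; Incubation: 50 min dark incubation at room temperature; Signal: endpoint fluorescence intensity from OMFP dephosphorylation; Read-out basis: % inhibition versus control wells.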
Numbers without * were called inactive; i = inactive; · = no result given.

SMILES	Scp-1 inhibitor	MsrA inhibitor	TbMetRS inhib	DNMT1 inh	STEP inh	Rpn11 block	CSN deneddyl inh	NadD block	SUMO1-SIM PPI	LMPTP inh
COc1ccc(C)cc1NC(=O)CN1c2cccc3cccc(c23)S1(=O)=O	-11	-1.2	-0.1	-15	3	i	2	0	-13	3.0
C/C=C/c1cccc(-c2nc(C(=O)N3CCCCC3)cc3c2[C@H](CCO)N(C(=O)NC(C)C)C3)c1	·	-0.1	-0.3	·	·	·	-4	0	2	0.2
OCCCNc1ncnc2c1ncn2[C@H]1CN(Cc2ccc3c(c2)OCO3)C[C@@H](CO)O1	·	0.1	0.1	3	-3	i	2	1	-2	-0.6
Cc1ccc(C)c(S(=O)(=O)C(C#N)c2nc3ccccc3nc2N2CCOCC2)c1 (configuration not stated)	-9	0.4	-0.6	-5	-2	i	2	3	-2	0.0
O=C(Nc1ccc(/C=C/c2nc3ccccc3o2)cc1)c1c(F)cccc1F	-17	0.6	-1.0	-9	-6	i	7	2	-7	2.5
O=C(O)CC/C(=C\c1cc([N+](=O)[O-])ccc1Cl)c1nc2ccccc2s1	14	0.9	-0.5	1	2	i	1	1	-15	-0.2
COC(=O)c1ccc(NC(=O)CSc2nn3c(=O)c(C)nnc3s2)cc1	-8	2.0	-0.2	-1	2	i	-4	-3	12	-0.5
CC(=O)Nc1ccc(N(C(=O)c2ccco2)C(C(=O)NC2CCCCC2)c2ccccc2)cc1 (configuration not stated)	8	1.6	0.9	0	0	i	-4	-2	5	1.9
CC1(C)C(=O)OC(c2cc(Br)ccc2O)C(C)(C)C1=O (configuration not stated)	-9	0.5	-0.3	4	-5	i	-11	-7	20	-0.2
Cc1ccc(CN2CCC(CNC(=O)c3ccc(NC(=O)C4=CSCCO4)cc3)CC2)cc1	-5	0.2	0.1	-2	2	i	3	-7	-12	0.1
Cc1ccccc1-c1noc(-c2ccccc2C(=O)O)n1	-9	0.3	0.4	1	-1	i	1	-2	-2	0.7
S=c1[nH]c2cc3c(cc2[nH]1)OCCO3	-13	0.6	-1.2	2	-3	i	4	-2	1	-0.6
CCOc1ccccc1C(=O)NN1CCOCC1	-8	0.6	-0.6	1	-3	i	-3	-4	6	0.2
COc1ccccc1NC(=O)C1CCCN(c2cnccn2)C1 (configuration not stated)	-5	-0.3	1.2	-3	2	i	3	-2	1	-0.1
O=C(NNc1nc(-c2ccc(F)cc2)cs1)c1ccccc1	-7	0.3	-0.2	-13	-1	i	-7	24	-5	0.2
CC(=NCCCn1ccnc1)C1=C(O)c2ccccc2C1=O	-5	1.1	0.1	0	1	i	-1	4	-9	-5.0
COc1ccccc1C(c1nnnn1C1CCCC1)N1CCN2CCCC2C1 (configuration not stated)	4	0.1	0.1	-2	0	i	5	-2	1	-0.5
O=C(Cn1cnc2sc3c(c2c1=O)CCCC3)NCC(=O)Nc1c(F)cc(F)cc1Br	-4	-0.1	0.2	3	0	i	-3	7	-4	-0.8
O=C(CSc1nnc(SCc2ccc(Cl)cc2)s1)c1ccc2c(c1)OCO2	-17	2.0	-0.6	-2	-1	i	1	-7	0	2.2
CC/C(=C\c1ccc(Cl)cc1)c1ccncc1	-2	0.6	0.0	2	4	i	1	2	-10	1.3
COc1ccc(C(=O)N2CCN(Cc3ccccc3)CC2)cc1[N+](=O)[O-]	-4	-0.6	-0.9	4	2	i	2	0	-9	0.7
CCn1c(=O)c2cc(C(=O)N3CCOCC3)sc2c2ccccc21	-12	1.4	0.0	5	-6	i	-6	-1	-7	-1.9
COc1ccc(C(=O)OCC(=O)Nc2cccc(C(C)=O)c2)c(OC)c1OC	-1	1.2	-0.3	-1	1	i	3	-5	3	-1.5
Cc1cc(-c2ccc3ccccc3c2)n2ncnc2n1	-3	-0.6	-0.9	2	-2	i	2	-5	-8	-0.7
Cc1nn(CC(=O)NC2CCC(C)CC2)c(=O)c(C#N)c1C (configuration not stated)	-5	1.2	0.5	-2	3	i	1	-16	-17	-1.3
Cc1cc(C(=O)NN=C(Cc2ccccc2)Cc2ccccc2)c(C)o1	-8	-0.9	-0.1	-8	1	i	0	-3	-2	-1.2
CC(C)(C)NC(=O)NC(=O)CN1CCCc2ccccc21	-3	-0.4	-0.8	0	-10	i	-1	-7	-8	0.3
O=C(CCc1nnc2ccc(NCc3ccco3)nn12)Nc1ccc(F)cc1	11	-0.9	-0.3	-4	1	i	-1	0	5	1.4
CSc1ccccc1NC(=O)COC(=O)CCCOc1ccc(C)cc1	-5	2.6	-0.3	0	0	i	-2	-5	3	-0.4
COc1ccccc1C(CNC(=O)CCNC(=O)c1ccccc1Cl)N1CCCC1 (configuration not stated)	-5	-0.4	-0.4	0	2	i	-1	-2	0	-0.9
O=C(NC(=S)NCCC1=CCCCC1)c1cncc(Br)c1	-11	-0.6	0.2	-5	-2	i	-8	-2	-1	1.6
O=C(Nc1ccc(O)c2c(=O)cc(-c3cccc(Cl)c3)oc12)c1ccc(F)cc1	-5	-1.8	-0.3	22	0	i	5	19	3	-1.5
COc1ccc(C(=O)NCC2(c3ccccc3)CCOCC2)cc1[N+](=O)[O-]	-2	0.4	-0.7	1	1	i	7	-2	14	-1.7
COc1ccc(NC(=O)C(Sc2nnc(-c3ccncc3)n2-c2ccccc2C)c2ccccc2)cc1Cl (configuration not stated)	3	-0.8	-0.3	-25	-3	i	3	20	2	3.1
Cc1ccc(Cl)cc1C1=CC(=O)C[C@H](c2ccc(F)cc2)C1	-8	2.9	-0.2	4	3	i	-1	1	1	4.2
CN(CC(=O)Nc1cccc(F)c1)C(=O)c1cc2c(s1)CCCCC2	-5	·	0.1	0	1	i	-5	-7	0	1.2
COc1ccc(-c2ccc(N3C(c4cc(OC)cc(OC)c4)=Cc4ccc(OC)cc4C3CC(C)=O)cc2)cc1 (configuration not stated)	·	1.9	0.2	·	·	·	-1	16	-2	5.1
CC1(C)NC(=O)N(CCSc2ccc(Cl)cc2)C1=O	2	-0.7	0.8	0	-7	i	0	-4	2	-0.8
Cc1cc(-c2ccccc2)nc(Cl)c1C#N	-3	0.5	-0.3	0	-2	i	-3	-6	0	0.3
COc1ccc(NN=Nc2ccc([N+](=O)[O-])cc2)cc1	-5	0.4	-1.2	-10	-2	i	5	-7	-13	-0.5
CC1=NN(c2ccccc2)C(=O)/C1=C\c1cn(CCC#N)nc1-c1ccc(Cl)cc1	-9	0.7	0.0	-4	2	i	0	-4	9	2.2
COc1ccc(CN(Cc2ccncc2)C(=O)CCC(=O)O)cc1	-4	0.1	-0.3	3	-1	i	2	-3	1	-1.3
COc1ccc(C(=O)OCC(=O)Nc2cccc(S(=O)(=O)N3CCCCCC3)c2)cc1[N+](=O)[O-]	3	0.3	-0.2	-6	0	i	-3	-13	-13	3.4
O=C1CCCN1CN(C(=O)c1ccc2c(c1)OCO2)c1ccc(F)cc1	-4	0.5	-0.3	-1	-2	i	4	3	0	-2.2
COc1ccc2nc(NC(=O)CN3C(=O)NC4(CCCC4)C3=O)sc2c1	-1	-0.2	-0.4	0	-1	i	6	-4	-1	0.0
CCOc1c(OC)cccc1C1CC(=O)Nc2cc3c(cc21)OCCO3 (configuration not stated)	-7	-0.3	-0.7	1	1	i	-3	-1	-1	-1.0
O=C(CN1C(=O)NC2(CCCCC2)C1=O)N(Cc1ccco1)Cc1cccs1	-7	-0.5	-0.3	0	-4	i	3	1	-1	0.7
CC(OC(=O)c1cccc(S(=O)(=O)N2CCN(C)CC2)c1)C(=O)Nc1ccc(C(N)=O)cc1 (configuration not stated)	20	-0.4	-0.2	12	1	i	-4	-2	-2	-0.1
CCSc1nnc(NC(=O)C(CC)(C(F)(F)F)C(F)(F)F)s1	-7	-0.2	0.1	2	-2	i	1	-4	0	-2.1
C[C@]1(CC/C(=C/CO)CO)[C@H](C=O)CC[C@@]23COC(=O)C2=CCC[C@@H]31	·	-0.4	0.6	1	3	i	-1	-6	1	-1.3
CCOCCCNC(=O)C1c2ccccc2C(=O)N2CCc3ccccc3C12 (configuration not stated)	-4	1.7	-0.7	-10	-1	i	0	-3	0	-0.9
CCOCCCNC(=O)C(c1ccc(C)cc1)N(Cc1cccs1)C(=O)CNC(C)=O (configuration not stated)	-3	1.2	-1.5	2	-3	i	0	6	-1	0.9
CC(C)N=C(NS(=O)(=O)c1cccs1)c1ccccc1	-5	1.8	-0.1	3	4	i	-2	0	6	-0.2
COc1ccc(CNC(=O)[C@H](C)N2C(=O)N3CCc4c([nH]c5ccc(OC)cc45)[C@@]3(C)C2=O)cc1	-1	-0.9	1.2	14	2	i	-1	-1	2	0.1
Cc1ccc(C)c(Cn2c(C(C)O)nc3ccccc32)c1 (configuration not stated)	-8	-1.4	-1.4	-1	-1	i	-2	1	1	-1.4

Sorted by the number under TbMetRS inhib (low to high): three from the list above
SMILES	Scp-1 inhibitor	MsrA inhibitor	TbMetRS inhib	DNMT1 inh	STEP inh	Rpn11 block	CSN deneddyl inh	NadD block	SUMO1-SIM PPI	LMPTP inh
COc1ccc2nc(NC(=O)CN3C(=O)NC4(CCCC4)C3=O)sc2c1	-1	-0.2	-0.4	0	-1	i	6	-4	-1	0.0
CC(OC(=O)c1cccc(S(=O)(=O)N2CCN(C)CC2)c1)C(=O)Nc1ccc(C(N)=O)cc1 (configuration not stated)	20	-0.4	-0.2	12	1	i	-4	-2	-2	-0.1
COc1ccc(CNC(=O)[C@H](C)N2C(=O)N3CCc4c([nH]c5ccc(OC)cc45)[C@@]3(C)C2=O)cc1	-1	-0.9	1.2	14	2	i	-1	-1	2	0.1
